Screens as filed in PubChem BioAssay.
ARNT-TACC3 inh = ARNT/TACC3 interaction disruption | Q9Y6A5 | AlphaScreen His-ARNT PAS-B/GST-TACC3 binding, luminescence; TACC3 fragment carries E629A point mutation | inhibition, % at 9.99 µM | 0.66% of 390,000 active | AID 623870;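 active = mean inhibition of replicates at least 50% and at least half of replicates each reaching 50%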;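 note: 0% = complete ARNT plus TACC3 wells and 100% = ARNT alone without TACC3; many hits fall short of the cut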
E-selectin induc = induces E-selectin expression in human endothelial cells; P16581; HUVEC E-selectin immunofluorescence imaging; normalized: neutral wells 0, TNF-alpha wells 100; activation, % at 7.58 µM; 0.37% of 260,000 active;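 active = mean E-selectin-positive cell signal at least 10% of the positive control, reached in at least 60% of replicates, without over 20% cell loss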;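 note: in these data hits start at about 27%; measured in HUVEC primary endothelial cells; signal is the percent of cells scored E-selectin positive by PE staining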
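System: HUVEC, human umbilical vein endothelial cells; quantity: 3,000 cells/well; buffer or medium: EGM-2 medium, gelatin-coated wells; dosing: single-point compound dose; detection: immunofluorescence imaging; evaluation: % PE-positive cells; benchmarks: TNF-alpha, DMSO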
CASP6 VEID inh = blocks human caspase-6 cleavage activity; inhibition, % at 12.5 µM; 0.53% of 350,000 active; AID 686996; P55212; purified caspase-6, Z-VEID-R110 cleavage fluorescence;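 active = mean inhibition across replicates at least about 35%, with every replicate also reaching that limit, limit read from the data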;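 note: 0% = median of neutral control wells and 100% = no fluorescence left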
Target sequence (P55212 24-179 limits assumed): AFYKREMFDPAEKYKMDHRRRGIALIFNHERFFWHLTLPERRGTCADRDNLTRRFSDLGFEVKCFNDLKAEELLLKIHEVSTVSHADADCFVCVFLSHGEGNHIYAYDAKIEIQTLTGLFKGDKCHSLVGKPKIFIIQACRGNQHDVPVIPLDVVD
Target sequence (P55212 194-293 limits assumed): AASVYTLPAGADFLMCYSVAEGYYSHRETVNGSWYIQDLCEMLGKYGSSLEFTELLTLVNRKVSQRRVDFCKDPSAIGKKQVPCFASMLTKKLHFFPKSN
esBAF inh = SWI/SNF esBAF complex inhibition; mouse ES cells, Bmi1-luciferase knock-in reporter, 24 h; 100% = twice the neutral-well signal; AID 602393; 2% of 350,000 active; reporter increase, % at 12.5 µM; in the data active = activation above about 40%;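 note: 0% = median of the plate's neutral control wells and 100% = double that signal; a rise in the Bmi1 reporter signal indicates esBAF inhibition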
RAD52 anneal inh = inhibitors of human RAD52 DNA annealing. 0.46% of 360,000 active. AID 651710. inhibition, % at 18.7 µM. recombinant RAD52 DNA annealing, FRET fluorescence;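 active = every replicate showing at least 50% inhibition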
Target sequence (P43351 whole entry, looked up): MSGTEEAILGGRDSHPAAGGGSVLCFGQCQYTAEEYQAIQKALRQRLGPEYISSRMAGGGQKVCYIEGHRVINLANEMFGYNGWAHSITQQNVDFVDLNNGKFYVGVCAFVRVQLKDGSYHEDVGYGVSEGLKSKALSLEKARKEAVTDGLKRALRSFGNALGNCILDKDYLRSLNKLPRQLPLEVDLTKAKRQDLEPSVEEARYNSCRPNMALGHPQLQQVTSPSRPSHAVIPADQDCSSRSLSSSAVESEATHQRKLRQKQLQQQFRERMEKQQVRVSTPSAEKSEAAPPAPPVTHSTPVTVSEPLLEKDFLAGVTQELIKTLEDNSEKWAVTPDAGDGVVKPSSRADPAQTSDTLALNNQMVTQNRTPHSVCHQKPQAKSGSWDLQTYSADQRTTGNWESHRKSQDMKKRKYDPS
RAD54 inh = blocks human RAD54 Holliday junction branch migration. Q92698. FAM/BHQ fluorescence. inhibition, % at 10.4 µM. 0.14% of 360,000 active. AID 602329;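 active = mean normalized replicate activity at least 40 and at least half of replicates scoring 40 or more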;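 note: 0% = median of neutral control wells and 100% = median of positive control wells; inhibitors cause a drop in the FAM fluorescence signal; in these data hits start at about 50%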
PglD inh = PglD (C. jejuni) enzyme inhibition | purified PglD enzyme, DTNB colorimetric CoA detection | inhibition, % at 12.5 µM | 0.098% of 360,000 active | AID 602405; in the data active = inhibition above about 16%, passing the limit was not always enough; note: strong numbers were not always called active
ERp5 inh = blocks human ERp5 reductase activity on insulin | Q15084 | ERp5 insulin aggregation, absorbance 650 nm, 90 min | inhibition, % at 9.99 µM | 0.05% of 350,000 active;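 active = mean replicate inhibition above about 25%, with every replicate also reaching it, limit read from the data, passing the limit was not always enough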
* marks the source's active call; other numbers are inactive results; . = no result given.

SMILES | ARNT-TACC3 inh | E-selectin induc | CASP6 VEID inh | esBAF inh | RAD52 anneal inh | RAD54 inh | PglD inh | ERp5 inh
CCOC(=O)C1CCN(C(=O)Nc2ccc3snnc3c2)CC1 | 3 | . | 2 | . | -5 | 12 | 0 | 5
COCC#Cc1cnc2c(c1)C(=O)N([C@H](C)CO)C[C@@H](C)[C@H](CN(C)Cc1ccccc1)O2 | -8 | 0.0 | 1 | -3 | -9 | 8 | 0 | 0
COc1ccc(C)cc1NC(=O)CCCNC(=O)Cn1cnc2sc(C)c(C)c2c1=O | -6 | . | 4 | -4 | 0 | 1 | -2 | 4
Cc1nc2sccn2c(=O)c1S(=O)(=O)N1CCN(c2ccc(F)cc2)CC1 | 0 | 0.5 | 1 | 0 | -8 | 6 | 3 | 6
COc1ccc(C(=O)NC(=S)Nc2ccc3oc(=O)ccc3c2)cc1[N+](=O)[O-] | -32 | -0.7 | -1 | -3 | -21 | 2 | -3 | 0
COc1ccc(OC)c(/C=C2\SC(=S)N(Cc3cccnc3)C2=O)c1 | -3 | 1.0 | . | -6 | . | -6 | -10 | .
CC(=O)NC(CC(=O)O)c1ccccc1 (centres undefined) | 3 | 0.5 | -2 | -8 | -8 | -16 | 4 | -8
O=C(C[C@@H]1CC[C@H]2[C@@H](COC[C@@H](O)CN2Cc2cccc(-c3ccncc3)c2)O1)N1CCN(c2ccccc2)CC1 | 14 | 0.5 | 1 | 9 | 19 | -2 | 5 | -3
NC(=O)c1c(NC(=O)C2CCCO2)sc2c1CCCCC2 (centres undefined) | 13 | -2.4 | 14 | . | -16 | -4 | 8 | -1
O=S(=O)(NCC(c1ccc2c(c1)OCO2)N1CCN(c2ccccc2)CC1)c1ccccc1 (centres undefined) | 7 | -0.1 | -3 | 2 | -4 | 2 | -4 | -1
CC1C(=O)N(Cc2cn(CCC3OCCCO3)nn2)CCS(=O)(=O)N1Cc1ccc(-c2ccc(F)nc2)cc1 (centres undefined) | . | 0.1 | 0 | 1 | -10 | -6 | 0 | 7
CN1C2=NCCN2C(=O)c2ccccc21 | -2 | . | . | -1 | . | -3 | -1 | .
Cn1c(SCc2nnc(-c3ccc(F)cc3)o2)nnc1C1COc2ccccc2O1 (centres undefined) | 3 | . | . | -7 | . | 0 | -3 | .
O=C(Nc1cccc(F)c1)c1ccc(-n2cncn2)c2ccoc12 | . | 0.1 | 1 | -13 | -14 | -2 | 1 | 7
CCOc1ncccc1C(=O)Nc1ccc(F)c(F)c1 | -4 | 7.2 | 0 | . | -7 | . | . | -1
Cc1c(OCC(=O)NC2CC(C)(C)NC(C)(C)C2)ccc2c1oc(=O)c1ccccc12 | 0 | -0.8 | -17 | 1 | 72* | 67* | -3 | 2
CNC(=O)C[C@H]1CC[C@@H]2[C@H](COc3ccc(NC(=O)c4ccc(OC)cc4)cc3C(=O)N2C)O1 | 11 | 0.0 | 6 | 0 | 8 | -2 | -1 | 3
CC1(C(=O)NCc2cccs2)CCN1CCc1ccccc1 (centres undefined) | . | 0.0 | -1 | 6 | -10 | -1 | -1 | 2
COc1ccc(-n2nc(C(=O)Nc3ccc(OC)c(OC)c3)c3c4ccccc4n(C)c3c2=O)cc1 | -4 | . | . | 1 | . | 14 | -1 | .
C[C@@H]1CN([C@H](C)CO)C(=O)c2cc(NC(=O)c3ccccc3)ccc2O[C@@H](C)CCCCO[C@@H]1CN(C)C(=O)CCC(F)(F)F | -3 | -0.2 | 0 | 2 | 19 | 1 | 4 | 2

An excerpt from above in order of count of non-hydrogen atoms, ascending:
SMILES | ARNT-TACC3 inh | E-selectin induc | CASP6 VEID inh | esBAF inh | RAD52 anneal inh | RAD54 inh | PglD inh | ERp5 inh
CC(=O)NC(CC(=O)O)c1ccccc1 (centres undefined) | 3 | 0.5 | -2 | -8 | -8 | -16 | 4 | -8
NC(=O)c1c(NC(=O)C2CCCO2)sc2c1CCCCC2 (centres undefined) | 13 | -2.4 | 14 | . | -16 | -4 | 8 | -1
COCC#Cc1cnc2c(c1)C(=O)N([C@H](C)CO)C[C@@H](C)[C@H](CN(C)Cc1ccccc1)O2 | -8 | 0.0 | 1 | -3 | -9 | 8 | 0 | 0
CNC(=O)C[C@H]1CC[C@@H]2[C@H](COc3ccc(NC(=O)c4ccc(OC)cc4)cc3C(=O)N2C)O1 | 11 | 0.0 | 6 | 0 | 8 | -2 | -1 | 3
CC1C(=O)N(Cc2cn(CCC3OCCCO3)nn2)CCS(=O)(=O)N1Cc1ccc(-c2ccc(F)nc2)cc1 (centres undefined) | . | 0.1 | 0 | 1 | -10 | -6 | 0 | 7

Later entries.
SMILES | ARNT-TACC3 inh | E-selectin induc | CASP6 VEID inh | esBAF inh | RAD52 anneal inh | RAD54 inh | PglD inh | ERp5 inh
CCCCc1c(O)nc(SCC(=O)NCCc2ccc(OC)c(OC)c2)[nH]c1=O | 2 | . | . | -3 | . | 8 | 0 | .
O=C(Cc1cccc(NC(=O)C2CCN(C(=O)CCc3ccccc3)CC2)c1)Nc1cccc(C(=O)N2CCOCC2)c1 | -23 | -3.4 | -2 | 5 | -5 | -15 | 12 | 1
N#C[C@@H]1[C@@H](c2ccc(C3=CCCC3)cc2)[C@@H](CO)N1C(=O)C1CCC1 | -8 | 0.0 | 0 | 6 | -7 | -16 | -4 | -1
O=C(CC(=O)Nc1nc(C23CC4CC(CC(C4)C2)C3)cs1)NCCO | -6 | -0.2 | 3 | -3 | -7 | -3 | -3 | -1
CC(C(=O)Nc1ccc(S(=O)(=O)N2CCCC2)cc1)N1CCN(C(=O)c2ccco2)CC1 (centres undefined) | -2 | . | . | -3 | . | -10 | 7 | .
O=C(CN1CCOCC1)N[C@@H]1CC[C@H](CCNC(=O)C2CCC2)O[C@H]1CO | -4 | -0.3 | 1 | -3 | 3 | -1 | -1 | -1
CCOc1ccccc1C1N(c2ccc(OC)cc2)C(=O)C2CCCN21 (centres undefined) | -1 | -0.2 | -1 | 0 | -24 | 0 | -2 | 1
CCCC(Oc1ccc(Br)cc1)c1nc2c3cc(OC)c(OC)cc3nc(=S)n2[nH]1 (centres undefined) | -4 | -2.1 | 4 | . | -7 | . | . | 3
O=C(NN=C1CCCC1)c1cccc(O)c1 | . | -0.2 | 2 | 3 | -8 | -4 | 0 | 5
CC(C)CN(C(=O)COC(=O)c1ccccc1NCc1ccco1)c1c(N)n(Cc2ccccc2)c(=O)[nH]c1=O | -2 | -0.9 | 6 | 5 | -42 | -7 | 3 | 6
CCC(C(=O)NC1CCCC1)N(C(=O)Cn1nnc(-c2ccc(C)o2)n1)c1ccccc1OC (centres undefined) | -4 | . | 8 | -4 | -20 | -6 | 1 | 4
Cc1nc(-c2cc(C#N)c(Sc3cccc(C(F)(F)F)c3)nc2C)cs1 | -5 | 0.8 | 6 | 2 | -11 | 7 | -3 | 1
O=C(CNCCc1ccc(Cl)cc1)Nc1ccc(C(=O)N2CCCCC2)cc1 | -7 | 0.3 | . | -6 | -10 | 11 | 0 | 2
CCCN1C[C@H](C)[C@@H](OC)CN(C)C(=O)c2cc(NC(=O)c3ccc(F)cc3)ccc2OC[C@H]1C | 1 | 0.6 | 1 | 6 | 10 | -2 | 1 | 6
CC1=CC(C)(C)n2c(O)c(N=NC(N)=S)c3c(C)ccc1c32 | -1 | -0.2 | . | . | . | -3 | -1 | .
C=CCNc1nc(Cl)nc(Nc2ccc(OC)cc2OC)n1 | -7 | . | 3 | -10 | -4 | 0 | 3 | -1
C[C@@H]1CN([C@@H](C)CO)C(=O)c2cc(NC(=O)c3ccncc3)ccc2O[C@@H](C)CCCCO[C@H]1CN(C)CC1CCCCC1 | -2 | 0.1 | -5 | -5 | -6 | 5 | 6 | -2
Cc1ccc(Sc2ccc(N)cc2C#N)cc1 | 0 | . | . | -2 | . | 0 | -4 | .
O=C(NCc1ccc(F)cc1)c1cc(C2CCCCN2C(=O)CCc2ccccc2)on1 (centres undefined) | . | -0.1 | -1 | 0 | -14 | -9 | 4 | 5
COc1ccccc1OCc1cc(-c2ccccc2)no1 | -8 | . | 3 | . | -13 | . | . | 3
O=C(NNC(=O)C12CC3CC(CC(C3)C1)C2)c1cccc(O)c1 | -6 | 2.3 | 2 | 14 | 4 | 7 | -5 | -1
CCc1ccc(OCCNC(=O)c2cc(SC)ccc2Cl)cc1 | -8 | . | . | 2 | . | 6 | -4 | .
Cc1cc(O)cc(=O)n1-c1cc(Cl)cc(Cl)c1 | . | -0.4 | 8 | . | -15 | . | . | 1
CCCNC(=O)C[C@@H]1CC[C@@H]2[C@H](COC[C@@H](O)CN2C(=O)Nc2ccc3c(c2)OCO3)O1 | -38 | 0.2 | -1 | 8 | 5 | 6 | 3 | 1
C[C@H](CO)N1C[C@H](C)[C@H](CN(C)Cc2ccccc2)Oc2c(NC(=O)C3CC3)cccc2C1=O | 4 | -20 | -1 | 3 | -6 | 15 | -10 | -5
CCCn1c2c(c(=N)c3c1CCC3)CCC2 | 0 | . | 3 | . | -15 | . | . | -2
CCCCNC(=O)/C(C#N)=C/c1ccc(F)cc1F | 5 | 0.6 | 3 | . | -9 | . | . | -1
COc1ccc(CN(C)C[C@@H]2Oc3ccc(NS(C)(=O)=O)cc3C(=O)N([C@H](C)CO)C[C@@H]2C)cc1 | 1 | 2.3 | 1 | -2 | 1 | -27 | 2 | -8
Cc1ccc2c(N)[nH]nc2n1 | -6 | . | 1 | . | -12 | . | . | -7
O=C(C[C@H]1CC[C@@H]2[C@H](COC[C@@H](O)CN2C(=O)c2ccc(F)cc2)O1)Nc1ccc(-c2ccccc2)cc1 | 1 | 7.9 | -5 | 1 | -130 | -8 | 3 | -4
CCc1cccc(C)c1NC(=O)Cc1ccsc1 | -2 | . | -4 | -1 | -8 | 7 | 1 | 1
COc1ccc(-c2c(C(F)(F)F)nn(C)c2NC(C)=O)cc1 | -3 | 3.6 | 6 | . | -5 | . | . | 3
Cc1cccc(NS(=O)(=O)c2cccc([N+](=O)[O-])c2)n1 | -2 | 15 | 2 | -8 | -23 | -3 | 1 | -12
C/C(=N\Nc1nc(N)cc(Cl)n1)c1cccc(N)c1 | 27 | -0.7 | -2 | 7 | 32 | 3 | -3 | -4
CC=Cc1ccc2n(c1=O)C[C@H]1[C@H](CO)[C@@H](C(=O)N3CCc4ccccc4C3)[C@@H]2N1Cc1cocn1 (mixture of isomers) | 0 | 0.8 | -1 | 1 | -4 | 6 | -5 | 3
Cc1ccc(C(=O)OCC(=O)N2CCOCC2)c(C)c1 | -4 | 0.1 | -1 | 15 | -18 | . | . | 0
CCOC(=O)c1sc(NC(=O)COC(=O)C(CCSC)NC(C)=O)nc1C (centres undefined) | 3 | 2.4 | -2 | 3 | -7 | -10 | 0 | -1
CCCn1c(SCC(=O)Nc2ccccc2Cl)n[nH]c1=O | 0 | 0.0 | -3 | -13 | -9 | . | . | -2
Cc1cccc(-c2nsc(SCC(=O)Nc3cc(C)on3)n2)c1 | -1 | . | . | 40 | . | 1 | 3 | .
COc1ccc(CNC(=O)C2CCC(=O)N2C(C)C)c(OC)c1 (centres undefined) | -9 | 1.3 | -2 | . | -12 | . | . | 2

Profiles, looked up by structure.
Profile of C/C(=N\Nc1nc(N)cc(Cl)n1)c1cccc(N)c1 : ARNT-TACC3 inh: 27; E-selectin induc: -0.7; CASP6 VEID inh: -2; esBAF inh: 7; RAD52 anneal inh: 32; RAD54 inh: 3; PglD inh: -3; ERp5 inh: -4
Profile of CC1=CC(C)(C)n2c(O)c(N=NC(N)=S)c3c(C)ccc1c32 : ARNT-TACC3 inh: -1; E-selectin induc: -0.2; CASP6 VEID inh: .; esBAF inh: .; RAD52 anneal inh: .; RAD54 inh: -3; PglD inh: -1; ERp5 inh: .
